# Screens deposited in PubChem BioAssay by National Center for Advancing Translational Sciences (NCATS).
# RXFP1 antagonist: blocks the human relaxin receptor RXFP1; Q9HBX9; HEK293-RXFP1, relaxin-stimulated cAMP HTRF, 30 min; hits give low values; hit rate 0.59% among 350,000; activity change, negative = inhibition, % at 57.5 µM;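 active means activity change of -60% or lower, but not beyond a set lower limit; inconclusive means change between -60% and -40%, or beyond the set limit; inactive means change above -40%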; further: on the % scale 0 is the no-effect control and ±100 the full control effect
# Target sequence (Q9HBX9 whole entry, looked up): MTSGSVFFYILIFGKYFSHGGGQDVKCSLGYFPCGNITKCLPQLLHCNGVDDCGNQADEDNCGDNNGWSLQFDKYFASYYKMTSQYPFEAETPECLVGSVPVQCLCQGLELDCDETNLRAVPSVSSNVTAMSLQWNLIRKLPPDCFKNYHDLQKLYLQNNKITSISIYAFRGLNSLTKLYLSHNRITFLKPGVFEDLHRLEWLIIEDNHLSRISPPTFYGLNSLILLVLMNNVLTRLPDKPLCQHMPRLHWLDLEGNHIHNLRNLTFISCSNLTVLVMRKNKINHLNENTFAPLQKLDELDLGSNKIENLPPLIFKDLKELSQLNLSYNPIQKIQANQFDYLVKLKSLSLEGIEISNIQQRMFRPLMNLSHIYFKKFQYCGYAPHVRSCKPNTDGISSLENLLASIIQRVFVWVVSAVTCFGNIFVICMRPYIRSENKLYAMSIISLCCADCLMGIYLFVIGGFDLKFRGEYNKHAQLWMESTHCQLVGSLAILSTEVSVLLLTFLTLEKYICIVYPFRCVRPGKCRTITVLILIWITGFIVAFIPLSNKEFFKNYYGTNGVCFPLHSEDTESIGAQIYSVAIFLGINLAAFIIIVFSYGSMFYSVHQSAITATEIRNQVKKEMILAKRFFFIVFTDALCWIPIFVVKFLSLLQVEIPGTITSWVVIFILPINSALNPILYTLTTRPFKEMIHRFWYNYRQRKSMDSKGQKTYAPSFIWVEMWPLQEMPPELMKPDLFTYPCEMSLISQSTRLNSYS
# RXFP1 ag: RXFP1 (human) receptor agonism; Potency, µM (series often up to 57.5 µM), without a hit: at the highest dose activation, most hits filed as activators; HEK293T-RXFP1 cAMP TR-FRET, 30 min; response scale: percent of porcine relaxin response, buffer zero; AID 2676; hit rate 0.3% among 370,000; active means well fitted activation curve with a large enough effect; inconclusive means small, poorly fitted or top-dose-only effect; further: potency means the concentration at half of the fitted maximal effect; on the % scale 0 is the no-effect control and ±100 the full control effect; nearly all actives have a fitted effect of over 60% in size; many of its hits are not listed in these tables
#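 HEK293T cells stably expressing RXFP1 were pretreated with the PDE4 inhibitor Ro 20174, exposed to compounds for 30 min at 37C, lysed, and cAMP was read by TR-FRET. Data normalized to buffer (basal) and 29 nM porcine relaxin (100%).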
# D2 antag: antagonizes the human D2 dopamine receptor | AID 485344 | hit rate 2% among 340,000 | HEK293 TREx D2 cells, calcium flux, dopamine EC80 | inhibition, % at 10 µM; in the data active means inhibition above about 30%; further: 0% is about no effect
#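 Measurement of antagonist activity uses fluorescent calcium dye in inducible HEK293 T-REx D2 cells: 10 s baseline, compound addition with 180 s read, EC80 dopamine addition with a further 180 s read.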
# D1 agonist: human D1 receptor agonism | P21728 | HEK293 T-REx D1 cells, calcium flux, agonist mode | hit rate 1% among 360,000 | activation, % at 2 µM; in the data active means activation above about 30%; further: 0% is about no effect
#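 Inducible HEK293 T-REx D1 cells, force-coupled to calcium signalling, were plated at 4000 cells/well with tetracycline and held overnight at 30 C. After no-wash calcium dye loading, compound-evoked calcium rise over 180 s flagged agonists.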
# D1 antag: human D1 dopamine receptor antagonism. activity change, negative = inhibition, % at 10 µM. P21728. HEK293 TREx D1 cells, calcium flux, dopamine EC80; hits give low values. AID 504652. hit rate 3.2% among 360,000; in the data active means activity change below about -30%; further: on the % scale 0 is the no-effect control and ±100 the full control effect
#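 Antagonism measured as reduced calcium response to an EC80 dopamine addition following 180 s compound pre-read; cells were inducible HEK293 Trex D1 plated overnight at 30 C, read kinetically at 1 cycle/sec.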
# D1 potentiator: enhances dopamine response at the human D1 receptor | P21728 | HEK293 TREx D1 cells, calcium flux, dopamine EC20 potentiation | potentiation, % at 10 µM | hit rate 0.036% among 360,000; in the data active means potentiation above about 30%; further: 0% is about no effect
# D2 agonist: agonists of human D2 dopamine receptor; P14416; HEK293 T-REx D2 cells, calcium flux agonist mode; activation, % at 2 µM; hit rate 0.53% among 340,000;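 active means activation over 3 SD above normal in the single-dose calcium agonist read, cut at about 30% in these data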; further: 0% is about no effect
#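 Calcium-flux readout, 1 cycle/sec over 180 s following compound pin transfer, in inducible HEK293 Trex D2 cells (force-coupled); dopamine controls included. Positive calcium responses during this window marked compounds as potential agonists.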
# D2 potentiator: positively modulates the human D2 dopamine receptor allosterically; P14416; HEK293 T-REx D2, calcium flux, EC20 dopamine potentiation; potentiation, % at 10 µM; hit rate 0.34% among 340,000;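 active means potentiation over 3 SD above the plate norm, cut at about 30% in these data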; further: 0% is about no effect
#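 Potentiation of an EC20 dopamine calcium response measured kinetically over 180 s, after a preceding 180 s compound-only read flagging agonists. Cells: inducible Hek293 Trex D2 line, 4000/well, cultured overnight at 30 C before dye loading.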
# TRHR PAM: allosteric enhancers of human TRH receptor. P34981. TRHR cells, fluo-8 calcium fluorescence, EC20 TRH enhancement. enhancement, % at 2 µM. hit rate 0.66% among 360,000. AID 493056; in the data active means enhancement above about 30%; further: 0% is about no effect
#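 Enhancer read-out: after compound pinning and an initial kinetic agonist-mode read, an EC20 of TRH (10 nM final) was injected and fluo-8 calcium signal (Ex 480/Em 530) followed at 1 s/cycle for 100 cycles in TRHR-expressing cells.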
# An asterisk follows results filed as active; u = inconclusive; x = no result given; & = joins results of further samples. Not all compounds are listed. The share of hits here may be higher or lower than overall.
SMILES,RXFP1 antagonist,RXFP1 ag,D2 antag,D1 agonist,D1 antag,D1 potentiator,D2 agonist,D2 potentiator,TRHR PAM
CC1CCCCC1NC(=O)c1ccc(NS(=O)(=O)c2ccc3[nH]c(=O)[nH]c3c2)cc1 (stereo not drawn),-2,1.0%,0,4,-13,-2,x,-5,-5
CN(C)CCn1c2c(c(SCC(=O)Nc3cccc4ccccc34)nc1=O)CCC2,-10,2.5%,15,1,-25,-8,0.4,-2,-9
CCOC(=O)CCC(NC(=O)CCC(=O)NC(CCC(=O)OCC)C(=O)OCC)C(=O)OCC (stereo not drawn),23,1.1%,-5,0,0,6,1.0,2,31*
CCc1ccc(C(=O)OCC(=O)NC2CCCC2)cc1,0,-3.3%,-3,0,4,6,0.8,9,1
Cc1ccc2[nH]c(O)c(N=NC(=O)c3ccc(NS(=O)(=O)c4cccs4)cc3)c2c1,-3,0.0%,3,2,-6,-11,2.0,18,3
CCOc1ccc(N2C(=O)CC(n3ccc(C)n3)C2=O)cc1 (stereo not drawn),2,0.7%,-11,0,-5,1,0.5,10,2
CCN(CC)S(=O)(=O)c1cccc(-c2nnc(SCCCC(=O)c3ccc(F)cc3)o2)c1,2,3.0%,12,34*,0,-3,3.2,3,-5
CC1Cc2cc(S(=O)(=O)CCC(=O)Nc3ccc(F)cc3Cl)ccc2N1C(=O)C1CC1 (stereo not drawn),2,-0.4%,x,2,-18,-3,x,-6,0
CCCC1=NN2C(=N)/C(=C\c3ccc(SCc4ccco4)o3)C(=O)N=C2S1,-8,-1.8%,2,63*,3,-3,9.2,2,-8
CC(C)c1ccc(NC(=O)CSC2=Nc3ccccc3C3=NC(CC(=O)NCCc4ccccc4)C(=O)N23)cc1 (stereo not drawn),-8,2.7%,x,3,0,1,1.1,4,-17
CCC(=O)Nc1nnc(-c2ccco2)o1,x,3.9%,-16,0,-1,-4,0.6,11,10
COc1ccc(-c2cc(=O)oc3cc(OCC(=O)NCC(O)c4ccccc4)ccc23)cc1 (stereo not drawn),x,-0.6%,-4,3,-4,-2,0.5,-4,-8
CCc1ccc(C2=NN(C(=O)OC)C(O)(C(F)(F)F)C2)cc1 (stereo not drawn),-6,-1.2%,5,2,0,-7,0.1,-2,-2
Cc1cccc(NC(=S)NC(NC(=O)OCc2ccccc2)C(Cl)(Cl)Cl)c1 (stereo not drawn),6,0.5%,-8,6,-5,-2,0.1,-7,-2
Cc1[nH][nH]c(=O)c1C(c1ccc(-c2ccc(Cl)cc2Cl)o1)c1c(C)[nH][nH]c1=O,x,0.4%,-8,55*,-1,-2,-0.1,-1,10
Cc1ccccc1Cn1cnc2ccccc2c1=O,13,6.7%,2,5,20,-5,-0.4,-11,-2
O=C(/C=C/c1ccccc1)NC(=S)Nc1cccnc1,-31,2.7%,-10,4,6,3,-0.5,0,2
O=C(CC1C(=O)NCCN1Cc1ccccn1)NCCc1ccccc1F (stereo not drawn),-12,3.4%,-9,1,-3,1,0.1,3,-3
O=C(CCSCc1ccc(Cl)cc1)NCCC1=CCCCC1,8,-1.2%,-8,4,-7,2,0.2,11,12
N#Cc1ccc(C(=O)NCc2ccc3c(c2)CCN3C(=O)c2ccc(F)cc2)cc1,-8,0.0%,x,14,-33*,-4,-0.2,2,-6
COc1cc2cc(C(C)(C)O)oc(=O)c2cc1OC,x,1.9%,-1,0,x,-3,0.2,3,-2
Cc1ccc2nc(C)c(C(=O)N/N=C/c3cccc([N+](=O)[O-])c3)cc2c1,3,0.8%,x,1,-4,-1,x,-3,10
O=C1C2CC=CCC2C(=O)N1Cc1nnc(-c2ccc(Cl)cc2)o1 (stereo not drawn),-2,-0.8%,-6,2,0,7,0.1,1,5
COc1ccccc1Nc1ccncc1[N+](=O)[O-],22,-3.0%,1,12,-48*,-4,0.5,2,-3
O=C(COC(=O)c1cccc(Br)c1)NCCC1=CCCCC1,-19,-0.2%,-7,11,-2,4,1.1,-3,-8

# One compound at a time, from the list above. Screens in order: RXFP1 antagonist, RXFP1 ag, D2 antag, D1 agonist, D1 antag, D1 potentiator, D2 agonist, D2 potentiator, TRHR PAM
# CC1Cc2cc(S(=O)(=O)CCC(=O)Nc3ccc(F)cc3Cl)ccc2N1C(=O)C1CC1 (stereo not drawn) is entered as 2, -0.4%, x, 2, -18, -3, x, -6, 0
# CCc1ccc(C(=O)OCC(=O)NC2CCCC2)cc1 is entered as 0, -3.3%, -3, 0, 4, 6, 0.8, 9, 1
# O=C1C2CC=CCC2C(=O)N1Cc1nnc(-c2ccc(Cl)cc2)o1 (stereo not drawn) is entered as -2, -0.8%, -6, 2, 0, 7, 0.1, 1, 5
# Cc1cccc(NC(=S)NC(NC(=O)OCc2ccccc2)C(Cl)(Cl)Cl)c1 (stereo not drawn) is entered as 6, 0.5%, -8, 6, -5, -2, 0.1, -7, -2

# Going on with the list:
SMILES,RXFP1 antagonist,RXFP1 ag,D2 antag,D1 agonist,D1 antag,D1 potentiator,D2 agonist,D2 potentiator,TRHR PAM
C(=N\Nc1nc(-c2ccccc2)cs1)/c1ccncc1,-18,-1.7%,-15,1,-7,-7,0.9,-5,-7
CCn1cc(C(=O)NCc2ccc(Cl)cc2)c(=O)c2cc(S(=O)(=O)N3CCOCC3)ccc21,-22,0.4%,-21,-3,-12,-3,1.1,13,-3
Cc1ccc(C(=O)NCC(=O)OCC(=O)NC2CCCC(C)C2C)s1 (stereo not drawn),-15,-0.2%,-13,2,-3,-6,1.0,-3,-6
COc1ccc2nc(NC(=O)CSc3nnnn3C)sc2c1,1,14%,15,0,1,1,-0.9,0,-1
O=C(O)COc1ccccc1/C=N/NC(=O)CNC(=O)c1ccco1,9,0.9%,15,2,-58*,-3,1.2,-1,3
COc1ccc2cc(C(=O)NCC3CCCO3)[nH]c2c1 (stereo not drawn),2,0.6%,-7,1,-8,-2,0.1,0,-3
CCOc1ccc(CCNC(=O)CCc2cn(Cc3ccc(F)cc3)c3ccccc23)cc1,11,5.8%,x,7,0,-5,0.5,4,-2
CCOC(=O)c1ccc(NC(=O)C(=O)NCc2ccc(/C=C(/C#N)C(=O)NCCOC)o2)cc1,-5,2.4%,1,-2,3,-10,-0.4,5,2
Cc1ccc(NC(=O)COC(=O)CCCC2=NS(=O)(=O)c3ccccc3N2)cc1C,12,0.1%,3,2,-6,8,0.1,-21,11
Cc1ccc(C)c(Nc2nnc(-c3ccc(C)c(S(=O)(=O)N4CCCCC4)c3)c3ccccc23)c1,-12,-0.6%,x,0,1,0,0.4,5,-6
CCOC(=O)c1cnn(-c2cc(Oc3cccc(C)c3)ncn2)c1N,u,-0.1%,14,4,-4,-1,0.2,-11,-8
O=C(CN1C(=O)COc2ccc(S(=O)(=O)N3CCOCC3)cc21)N1CCN(c2ccccc2F)CC1,x,4.2%,x,2,-8,-5,6.0,1,33*
Cc1ccc(NC(=O)OCC(F)(F)C(F)F)cc1NC(=O)OCC(F)(F)C(F)F,3,-1.1%,-5,2,4,-5,-0.1,-6,-3
O=C(CSc1nc(N2CCCCC2)nc(N2CCCCC2)n1)c1ccccc1,-2,-2.1%,-3,3,18,2,0.5,1,4
CCC(CC)c1nnc(NC(=O)C2CCN(C(=O)c3ccco3)CC2)s1,-18,-1.9%,1,6,11,4,0.1,6,-1
O=C(Cc1ccc(Cl)cc1)NCc1ccccc1Cl,8,2.3%,9,0,3,-1,-1.4,-5,-10
O=C(CN(C(=O)c1cccc([N+](=O)[O-])c1)C1CCCCC1)Nc1ccc(Cl)c([N+](=O)[O-])c1,-5,0.7%,-1,0,-3,-3,1.9,10,3
Cc1ccccc1-c1nc(CS(=O)(=O)CC(=O)NC(C)c2ccccc2)c(C)o1 (stereo not drawn),10,-2.5%&-4.5%,-13,8&13,-3&-7,-6&0,-0.1,-3&2,-2&-5
Cc1cc(Nc2ccc(F)cc2)n2c(nc3ccccc32)c1C#N,x,6.5%,x,17,-1,2,2.3,12,2
Cc1cc(C)c2c(=O)cc(C(=O)Nc3ccc(C)c(Cl)c3)oc2c1,0,1.7%,x,1,8,-1,-1.0,-31,-2
O=C1CNC(=O)/C1=C/c1ccc(Br)cc1,-22,-3.2%,-10,1,5,-2,0.9,8,-2
COc1ccccc1N1CCN(CCCNC(=O)c2nnc(Cc3ccc(F)cc3Cl)o2)CC1,-3,-0.8%,x,5,-39*,-5,23,-25,-3
Cc1ccc(OCC(=O)NC2CC(C)(C)NC(C)(C)C2)cc1C,-82*,-2.0%,1,3,7,-1,0.2,-4,3
CC(CCc1ccccc1)NS(=O)(=O)c1ccccc1F (stereo not drawn),10,-5.5%,15,7,-8,-6,-1.5,8,2
Cn1c(=O)n(C)c2cc(N3CCCC3)c(NC(=O)c3cccc(F)c3)cc21,-7,1.7%,-7,-1,24,2,-0.1,7,3
# Next entries.
SMILES,RXFP1 antagonist,RXFP1 ag,D2 antag,D1 agonist,D1 antag,D1 potentiator,D2 agonist,D2 potentiator,TRHR PAM
CC1CCCN(c2csc3ccccc3c2=O)C1 (stereo not drawn),-7,-1.1%,x,4,-28,1,0.1,14,2
O=c1c2cn(Cc3ccc(F)cc3)c3ccc(F)cc3c-2nn1Cc1ccc(F)cc1,0,-0.2%,-7,-1,-8,0,1.6,3,-4
COC(=O)C(Cc1cnc(Cl)s1)(C(=O)OC)c1ccc([N+](=O)[O-])cc1,-1,0.4%,4,1,-10,-5,-0.2,-1,-24
Cc1ccccc1-c1nc(CS(=O)CC(=O)NCCN2CCN(Cc3ccccc3)CC2)c(C)o1 (stereo not drawn),-24,-0.6%,0,6,-9,-2,-0.2,-8,5
CCn1c2ccccc2c2c3ncc4cccn4c3ccc21,-11,7.5%,28,6,8,4,27,-9,-3
CCc1nn(CC(=O)N(C)Cc2ccccc2)c(=O)c2cc3sccc3n12,-25,4.9%,x,0,25,2,-0.3,4,-4
Fc1ccc(CSc2ncnc3ccccc23)cc1,-3,6.2%,-24,6,-2,-3,-0.1,13,-5
O=C(CCCOc1ccc(Cl)cc1Cl)Nc1ccccn1,-33,5.2%,5,9,0,-2,-0.9,3,-8
CC(C)CCSc1nnc(N)s1,4,0.0%,-3,0,-13,5,1.2,1,-8
CC(=O)NC(CC(=O)NC1CCCc2ccccc21)c1ccccc1 (stereo not drawn),-7,-0.2%,-5,-1,-21,0,-0.3,-6,-4
CCc1ccccc1NC(=O)Cn1nnc(C(=O)Nc2ccc(C)c(F)c2)c1N,-3,0.3%,x,2,-22,-8,0.7,-9,12
Cc1cccc(-c2nnc(SCC(=O)NC3CCCCC3)o2)c1,-3,4.9%,x,4,-2,-2,x,4,-4
CCN(CC(=O)Nc1ccc2c(c1)OCCO2)c1nc(-c2cccnc2)nc2ccccc12,9,1.9%,-1,1,-5,9,0.0,2,8
O=C(CCCCCC(=O)N(CCO)CCO)N(CCO)CCO,6,3.0%,17,2,-16,1,0.6,14,4
